C diff HTS: inhibitors of Clostridium difficile growth | Clostridium difficile clinical isolate growth, OD600, 24 h; stronger effect = lower value | growth activity, negative = inhibition, % at 16 µg/mL (by protocol) | 86,000 compounds, 0.25% hits | AID 1259249;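 active means mean growth activity at or below -80% and every replicate also at or below -80%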;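 further: 0% = DMSO wells and -100% = levofloxacin 16 µg/mL wells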
Pf Dd2 growth: blocks growth of Plasmodium falciparum Dd2 parasites | 94,000 compounds, 2.3% hits | P. falciparum Dd2 growth, SYBR Green, 72 h; stronger effect = lower value | AID 1159554 | activity change, % at 10 µM; in the data active means activity change below about -80%
GASC1 inh: inhibitors of human demethylase GASC-1 KDM4C; Q9H3R0; GST-KDM4C 2-372, H3K9me3 peptide, LANCE TR-FRET; inhibition, % at 12.5 µM; 96,000 compounds, 0.15% hits; AID 720574;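 active means mean replicate inhibition above about 25%, with at least 55% of replicates also reaching it, limit read from the data, passing the limit was not always enough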
Target sequence (Q9H3R0 2-372 limits assumed): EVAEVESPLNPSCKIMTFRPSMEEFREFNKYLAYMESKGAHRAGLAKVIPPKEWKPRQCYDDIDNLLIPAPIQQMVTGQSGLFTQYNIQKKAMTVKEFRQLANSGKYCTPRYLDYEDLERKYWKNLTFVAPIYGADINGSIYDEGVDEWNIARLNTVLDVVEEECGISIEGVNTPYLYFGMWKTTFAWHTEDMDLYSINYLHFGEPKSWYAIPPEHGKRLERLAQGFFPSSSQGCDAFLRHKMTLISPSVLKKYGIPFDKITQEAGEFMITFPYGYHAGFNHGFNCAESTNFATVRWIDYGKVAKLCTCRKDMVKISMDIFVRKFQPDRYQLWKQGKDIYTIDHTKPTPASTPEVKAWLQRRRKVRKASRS
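Material: GST-tagged GASC-1 (JMJD2C) catalytic fragment, aa 2-372. Input: enzyme final amount 10 nM. Medium: HEPES buffer, pH 7.5, plus ascorbate. Reagent: H3K9me3 peptide substrate, Fe(II), 2-oxoglutarate. Doses: single dose. Times: reaction 30 min RT, detection step 1 h RT. Measured by: LANCE TR-FRET. Evaluation: Fall in 671/618 emission ratio as inhibition.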
Tcruzi prolif: blocks T. cruzi growth in NIH3T3 culture; T. cruzi beta-gal in NIH3T3, GalScreen luminescence, 90 h; inhibition, % at 8.34 µM; AID 624255; 77,000 compounds, 5.9% hits;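 active means mean inhibition above about 93%, with at least 55% of replicates each passing it, limit read from the data, passing the limit was not always enough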
The depositor's hits bear a star; . = no result given; & = joins results of further samples.

Every second line gives: C diff HTS, Pf Dd2 growth, GASC1 inh, Tcruzi prolif
C[C@H](CO)N1C[C@H](C)[C@H](CN(C)S(=O)(=O)c2cccc(F)c2)Oc2ncc(-c3ccc(F)cc3)cc2C1=O
→ 7, -46, ., 97
COCC(=O)N1C[C@H]2[C@@H](c3ccccc31)[C@H](CO)N2C(=O)c1ccccc1F
→ 16, 30, -0.8, 19
C[C@@H]1CN([C@H](C)CO)C(=O)Cc2cc(NC(=O)Cn3cnnn3)ccc2O[C@@H]1CN(C)S(=O)(=O)c1ccc(Cl)cc1
→ 5, 12, 5.2, 24
COc1cccc(S(=O)(=O)Nc2ccc3c(c2)C(=O)N(C)C[C@@H](OC)[C@@H](C)CN[C@@H](C)CO3)c1
→ ., 24, 0.9, 2
CO[C@@H]1CN(C)C(=O)c2ccc(NC(C)=O)cc2OC[C@H](C)N(C(=O)Cc2ccccn2)C[C@@H]1C
→ ., -17, 0.5, 37
Cc1noc(C)c1NC(=O)NCC[C@@H]1CC[C@H](NC(=O)c2ccc(F)cc2)[C@@H](CO)O1
→ ., 15, 0.6, -20
Cc1ccc(-c2ccc3c(c2)O[C@H](CN(C)C(=O)NC(C)C)[C@@H](C)CN([C@@H](C)CO)S3(=O)=O)cc1
→ -8, -12, -0.4, 27
CO[C@H](CN(C)S(=O)(=O)c1ccccc1)[C@@H](C)CN(C(=O)Nc1ccccc1F)[C@H](C)CO
→ ., 12, -0.8, -25
Cc1noc(C)c1NC(=O)Nc1ccc2c(c1)C(=O)N([C@H](C)CO)C[C@@H](C)[C@@H](CN(C)Cc1ccc(C(F)(F)F)cc1)OCCCC[C@@H](C)O2
→ -4, -53, -0.5, 35
Cc1ccc(-c2ccc3c(c2)O[C@@H](CN(C)C(=O)NC(C)C)[C@@H](C)CN([C@@H](C)CO)S3(=O)=O)cc1
→ 1, -26, 0.1, 70
COc1ccc2c3c(n(C)c2c1)[C@H](CO)N(Cc1cccnc1)CC31CN(Cc2cccnc2)C1
→ 15, -56, 0.3, .
CC(C)NC(=O)N(C)C[C@@H]1Oc2ccc(NS(=O)(=O)c3ccc(Cl)cc3)cc2CC(=O)N([C@H](C)CO)C[C@H]1C
→ -2, 3, -0.6, 15
Cc1ccc(S(=O)(=O)Nc2ccc3c(c2)CC(=O)N([C@H](C)CO)C[C@@H](C)[C@@H](CN(C)S(=O)(=O)c2ccc(C)cc2)O3)cc1
→ -6, -6, -0.4, 87
C/C=C/c1ccc2c(c1)O[C@H](CN(C)C(=O)c1ccncc1)[C@@H](C)CN([C@@H](C)CO)S2(=O)=O
→ 2, 10, 0.0, -35
O=C(N[C@@H]1CC[C@@H](CCNS(=O)(=O)c2ccc(F)cc2)O[C@H]1CO)C1CCC1
→ -9, 8, 0.7, -11
COc1cccc(NC(=O)N[C@@H]2CC[C@H](CC(=O)N3CCOCC3)O[C@H]2CO)c1
→ 3, 14, 0.5, -28
CC(C)NC(=O)Nc1ccc2c(c1)C(=O)N([C@H](C)CO)C[C@@H](C)[C@@H](CN(C)C(=O)CCCN(C)C)OCCCC[C@@H](C)O2
→ -5, 19, 1.0, 28
Cc1ccc(S(=O)(=O)N(C)C[C@@H]2Oc3ccc(NS(C)(=O)=O)cc3C(=O)N([C@@H](C)CO)C[C@H]2C)cc1
→ -3, 25, -0.1, -33
Cc1noc(C)c1S(=O)(=O)Nc1ccc2c(c1)CC(=O)N([C@@H](C)CO)C[C@@H](C)[C@@H](CN(C)Cc1ccc(Oc3ccccc3)cc1)O2
→ 4, 0, -4.1, 51
Cc1ccccc1-c1ccccc1[C@H]1[C@@H](C#N)N(C(=O)c2cccc(F)c2)[C@H]1CO
→ -5, -67, -1.4, .
C[C@@H]1CCCCO[C@@H](CN(C)S(=O)(=O)c2ccc(F)cc2)[C@H](C)CN([C@@H](C)CO)C(=O)c2cc(NC(=O)Nc3ccc(C(F)(F)F)cc3)ccc2O1
→ ., 11, -0.7, 100*
C[C@H]1CN([C@@H](C)CO)C(=O)CCCn2nncc2CO[C@@H]1CN(C)S(=O)(=O)c1ccccc1F
→ 3, 9, 0.9, -10
CC(=O)N1CCCCN2[C@H](CO)[C@H](c3ccc(-c4ccc(F)cc4)cc3)[C@H]2C1
→ -14, 21, 0.9, 46
N#C[C@H]1[C@@H](c2ccccc2-c2ccccc2F)[C@@H](CO)N1C(=O)C1CCC1
→ -2, 7, 1.7, .
CCCC#Cc1ccc2c(c1)O[C@H](CN(C)C(=O)C1CC1)[C@@H](C)CN([C@H](C)CO)S2(=O)=O
→ 3, -27, -0.7, 72
C[C@@H]1CN([C@@H](C)CO)C(=O)c2cc(-c3ccc(F)cc3)cnc2O[C@H]1CN(C)C(=O)c1ccccc1F
→ 1, -7, -0.9, -176
C[C@@H]1CN([C@H](C)CO)C(=O)c2cc(NC(=O)CCC(F)(F)F)ccc2O[C@@H](C)CCCCO[C@@H]1CN(C)S(=O)(=O)c1cn(C)cn1
→ 2, -4, 0.0, 59
C[C@@H]1CN([C@@H](C)CO)S(=O)(=O)c2ccc(-c3cccc(C#N)c3)cc2O[C@@H]1CN(C)C(=O)c1ccccc1
→ -1, -39, -0.5, 109*
C[C@@H]1CN([C@@H](C)CO)C(=O)c2cc(C#C[C@@H](C)O)cnc2O[C@@H]1CN(C)C(=O)CN1CCOCC1
→ -2, 17, -1.0, 39
Cc1cccc(S(=O)(=O)N2C[C@H]3[C@@H](c4ccccc42)[C@@H](CO)N3Cc2ccccn2)c1
→ -3, -16, 4.2, 51

Following part.
Every second line gives: C diff HTS, Pf Dd2 growth, GASC1 inh, Tcruzi prolif
CCCNC(=O)C[C@H]1CC[C@@H]2[C@H](COC[C@@H](O)CN2Cc2ccc(Cl)c(Cl)c2)O1
→ 1, -4, 0.7, 12
C[C@@H]1CN([C@@H](C)CO)S(=O)(=O)c2ccc(-c3ccccc3)cc2O[C@@H]1CN(C)Cc1ccncc1
→ ., -24, 1.9, 31
C[C@H]1CN([C@@H](C)CO)C(=O)c2cc(-c3cncnc3)cnc2O[C@@H]1CN(C)C(=O)CN1CCOCC1
→ -1, 10, 2.7, .
C[C@@H]1CN([C@@H](C)CO)C(=O)c2cc(NC(=O)C3CCCCC3)ccc2O[C@@H](C)CCCCO[C@H]1CN(C)S(=O)(=O)c1cccs1
→ 3, -56, 0.4, -55
C[C@@H]1CN([C@H](C)CO)S(=O)(=O)c2ccc(Br)cc2O[C@@H]1CN(C)CC1CC1
→ -1, -16, 1.8, .
N#C[C@H]1[C@@H](c2ccccc2C2=CCCC2)[C@H](CO)N1C(=O)c1ccccn1
→ 2, -1, 0.8, .
CO[C@@H]1CN(C)C(=O)c2cc(NC(=O)C3CCCCC3)ccc2OC[C@@H](C)N(Cc2nccs2)C[C@@H]1C
→ -2, -23, 0.3, 8
CC(=O)N(C)C[C@H]1Oc2ncc(C#Cc3ccccc3F)cc2C(=O)N([C@H](C)CO)C[C@H]1C
→ 1, -1, 0.0, 13
C[C@H](CO)N1C[C@H](C)[C@@H](CN(C)S(=O)(=O)c2ccccc2)Oc2ccc(NC(=O)CCN3CCOCC3)cc2C1=O
→ -8, -9, 1.1, 12
CC(C)(C)[S@@](=O)N1Cc2cc(C(=O)N[C@H]3CCN(Cc4ccccc4)C3)nc(-c3cccc(-c4ccncc4)c3)c2[C@H]1CCO
→ -4, -63, 0.3, .
C[C@H](CO)N1C[C@H](C)[C@@H](CN(C)C(=O)CC2CC2)Oc2ncc(C#CCC3CCCC3)cc2C1=O
→ 12, -27, -1.0, 100
CO[C@@H]1CN(C)C(=O)c2ccc(NC(=O)NC3CCCCC3)cc2OC[C@@H](C)N(C(=O)NC2CCCCC2)C[C@H]1C
→ ., -10, 0.8, 42
CC(=O)NC[C@@H]1[C@H](c2ccc(-c3ccccc3F)cc2)[C@@H](CO)N1C(=O)C1CC1
→ -3, -1, -1.0, -8
CC(C)CC#Cc1cnc2c(c1)C(=O)N([C@@H](C)CO)C[C@@H](C)[C@@H](CN(C)S(=O)(=O)c1cn(C)cn1)O2
→ -5, 21, 0.6, 78
COCC(=O)N1CC2(CCN(C(=O)CN3CCOCC3)CC2)c2c([nH]c3cc(OC)ccc23)[C@H]1CO
→ -2, 27, 0.1, .
CS(=O)(=O)N1[C@@H]2c3ccc(-c4cccc(F)c4)c(=O)n3C[C@@H]2[C@@H](CO)[C@@H]1C(=O)NC1CCC1
→ 1, 13, -0.4, .
Cc1ccc(-c2ccc([C@@H]3[C@@H](CO)N4CCCCN(S(=O)(=O)c5ccccc5C)C[C@@H]34)cc2)cc1
→ -2, -18, -2.4, 61
Cc1ccc(S(=O)(=O)Nc2ccc3c(c2)C(=O)N([C@@H](C)CO)C[C@@H](C)[C@H](CN(C)Cc2ccc(C(=O)O)cc2)O3)cc1
→ 2, 38, 7.2, 12
C/C=C/c1ccc2c(c1)O[C@@H](CN(C)Cc1cccnc1)[C@H](C)CN([C@@H](C)CO)S2(=O)=O
→ -5, -24, -3.1, 106*
CC=Cc1ccc2n(c1=O)C[C@H]1[C@H](CO)[C@@H](C(=O)N3CCC(Cc4ccccc4)CC3)N(CC)[C@@H]21 (mixture of isomers)
→ 13, -12, 5.9, 65
C[C@H]1CN([C@@H](C)CO)C(=O)c2cccc(NS(=O)(=O)c3cn(C)cn3)c2O[C@@H]1CN(C)S(=O)(=O)c1ccc(Cl)cc1
→ 9, 9, 1.2, 49
C/C=C/c1ccc([C@@H]2[C@H](CO)N3CCCCN(C(=O)Nc4ccccc4F)C[C@@H]23)cc1
→ 6, -65, -0.8, 63
CO[C@H]1CN(C)C(=O)c2cc(NC(=O)C3CCC3)ccc2OC[C@@H](C)NC[C@H]1C
→ ., ., -1.5, 49
O=C(Cc1ccccc1)N[C@@H]1C=C[C@@H](CC(=O)N2CCCCC2)O[C@@H]1CO
→ 0, -7, -0.1, 4
O=C(N[C@H]1CC[C@@H](CCn2cc(C3(O)CCCC3)nn2)O[C@H]1CO)C1CCCC1
→ 1, 8, -1.1, .
COCC#Cc1ccc([C@H]2[C@H](CO)N3C(=O)CN(C(=O)c4ccncc4)C[C@@H]23)cc1
→ -1, 13, 1.5, .
CCC(=O)N(C)C[C@@H]1Oc2cc(/C=C/c3ccccc3)ccc2S(=O)(=O)N([C@@H](C)CO)C[C@@H]1C
→ 3, -57, -0.6, 58
CCCNC(=O)N(C)C[C@@H]1Oc2cc(-c3ccc(C)cc3)ccc2S(=O)(=O)N([C@@H](C)CO)C[C@H]1C
→ -17, -58, -0.6, -10
C[C@@H]1CN([C@H](C)CO)C(=O)Cc2cc(NS(=O)(=O)c3cn(C)cn3)ccc2O[C@@H]1CN(C)S(=O)(=O)c1ccc(F)cc1
→ -6, 23, -0.4, -1
C[C@@H]1CN([C@H](C)CO)S(=O)(=O)c2ccc(C#Cc3cccc(F)c3)cc2O[C@@H]1CN(C)C(=O)NC1CCCCC1
→ -4, -2, -2.0, .

Random excerpt: 5 entries already listed
Every second line gives: C diff HTS, Pf Dd2 growth, GASC1 inh, Tcruzi prolif
COCC#Cc1ccc([C@H]2[C@H](CO)N3C(=O)CN(C(=O)c4ccncc4)C[C@@H]23)cc1
→ -1, 13, 1.5, .
CC(C)(C)[S@@](=O)N1Cc2cc(C(=O)N[C@H]3CCN(Cc4ccccc4)C3)nc(-c3cccc(-c4ccncc4)c3)c2[C@H]1CCO
→ -4, -63, 0.3, .
CC(C)NC(=O)N(C)C[C@@H]1Oc2ccc(NS(=O)(=O)c3ccc(Cl)cc3)cc2CC(=O)N([C@H](C)CO)C[C@H]1C
→ -2, 3, -0.6, 15
CC=Cc1ccc2n(c1=O)C[C@H]1[C@H](CO)[C@@H](C(=O)N3CCC(Cc4ccccc4)CC3)N(CC)[C@@H]21 (mixture of isomers)
→ 13, -12, 5.9, 65
COCC(=O)N1C[C@H]2[C@@H](c3ccccc31)[C@H](CO)N2C(=O)c1ccccc1F
→ 16, 30, -0.8, 19

(further entries)
Every second line gives: C diff HTS, Pf Dd2 growth, GASC1 inh, Tcruzi prolif
C[C@@H]1CN([C@@H](C)CO)C(=O)CCCn2nncc2CO[C@@H]1CN(C)C(=O)Nc1ccc(F)cc1
→ ., -16, -0.4, 22
COc1ccccc1CN1CC[C@@H]2[C@H]1c1cc(C#Cc3ccccc3)ccc1N[C@@H]2CO
→ -72, -32, 3.9, -10
CO[C@@H]1CN(C)C(=O)c2cc(NC(=O)Nc3cccc(F)c3)ccc2OC[C@H](C)N(C(C)=O)C[C@@H]1C
→ ., -29, 0.1, 6
COc1ccc(NC(=O)N2C[C@@H](O)COC[C@@H]3O[C@@H](CC(=O)N4CCOCC4)CC[C@H]32)cc1
→ ., -2, -0.5, 10
CN(C)C(=O)c1cccc(-c2ccc([C@H]3[C@H](CO)N4C(=O)CN(C(=O)C5CCCC5)C[C@@H]34)cc2)c1
→ 9, 22, -0.2, .
COc1ccc(C#Cc2cnc3c(c2)C(=O)N([C@@H](C)CO)C[C@H](C)[C@@H](CN(C)C(=O)c2ccccc2F)O3)cc1
→ 13, -72, -1.5, 113*
COc1cc(CN2C[C@@H]3N[C@H](C2)C3c2ccc(-c3ccccc3C)cc2)cc(OC)c1 (stereo partly specified)
→ -99*, -55&-73, -1.3, .
C[C@@H]1CN([C@@H](C)CO)C(=O)c2cccc(NC(=O)c3nc4ccccc4s3)c2O[C@@H]1CN(C)Cc1ccncc1
→ 6, -31, -0.2, .

Assay outcomes as filed in PubChem.
